Source: PubChem
BRCA1 expr act = activators of BRCA1 expression; 1.1% of 380,000 active; AID 624202; Potency, µM (doses to about 46.1 µM), for the others: at the top dose activation, actives largely listed as activators; MCF7-BRCA1-FFLuc reporter, luminescence, 48 h; response scale: scaled: vehicle 0%, 10 µM genistein 100%; active = well fitted activation curve with a large enough effect; inconclusive = small, poorly fitted or top-dose-only effect; inactive = no such curve, though single readings can be large or run the other way; note: nearly all actives have a fitted effect of over 80% in size; some results filed as inactive show a strong effect at the top dose
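First, MCF7-BRCA1-FFLuc cells (2000/well) attach for 2 h; next, compounds are pin-added and incubated 48 h at 37 °C; finally, luciferase reagent is added and luminescence read after 15 min.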
Active calls of the source: *; u = inconclusive. Potency is the fitted concentration of half-maximal effect. Some of the compounds tested; count on the stated rates, not on these rows.

SMILES | BRCA1 expr act
CCCc1nc2cc(C)c(Br)c(C)n2c1CC1CCCCC1 | -65%
CCN(CC)c1ccc(C(=C2C=CC(=[N+](CC)CC)C=C2)c2ccc(S(=O)(=O)O)cc2S(=O)(=O)[O-])cc1 | -55%
CCOC(=O)c1ncccc1NC(=O)CC(=O)Nc1cccnc1C(=O)OCC | -3%
CC(C)CNC(=O)C1(C)CCCCCN1Cc1ccccc1-c1ccccc1 (stereo unspecified) | -28%
O=C(Nc1cccc(Cl)c1Cl)c1csc([C@H]2C[C@H](O)[C@@H](CO)O2)n1 | u
CC(C)C(N)c1csc(NC(=O)Nc2ccccc2C(C)(C)C)n1 (stereo unspecified) | -20%
O=C(Nc1ccc(Oc2ccccc2)cc1)c1csc([C@@H]2C[C@H](O)[C@@H](CO)O2)n1 | 21%
COc1ccc(-c2cc(NC=O)c3ncc(-c4ccccc4)n3c2)cc1OC | -32%
CN1OC[C@@H]2CN(Cc3ccc(Cl)cc3)[C@H](c3ccc(-n4ccnc4)cc3)C[C@@H]21 | -30%
Cc1ccc(CC2(c3ccccc3)NC(=O)NC2=O)cc1 (stereo unspecified) | -25%
CCCCN1C(=O)C(CC(=O)NC2CCCC2)CC(C(=O)N(C(C)C)C(C)C)=C1C (stereo unspecified) | 3%
COCCNC(=O)C1(C)CCCN(C(=O)c2c(F)ccc(C)c2F)C1 (stereo unspecified) | 2%
O=C(Nc1c(Cl)cc([N+](=O)[O-])cc1Cl)c1cc(Cl)cc(Cl)c1O | -16%
CC(=O)N1CCN(Cc2cc(=O)oc3ccc4ccccc4c23)CC1 | 3%
CC1=C(C(=O)N(C(C)C)C(C)C)CC(CC(=O)NCCCN(C)C)C(=O)N1Cc1ccccc1 (stereo unspecified) | 10%
O=C(COC(=O)c1cccc(Cl)c1Cl)NC1CCCCCC1 | -8%
CCCN1Cc2cccc(C(=O)Nc3ccc(OC)c(OC)c3)c2C1=O | -11%
CCc1nc2c(OCCn3cccc3)cccn2c1N(C)C(=O)C1CC1 | -3%
O=C1NC[C@@H](CCCCN2C[C@H](Cc3ccc(O)cc3)N(CC3CCCCC3)C(=O)C2=O)N(CCC2CCCCC2)C1=O | 5%
CCOC1=C2[C@@H](CN(S(=O)(=O)c3ccccc3)[C@H]2c2ccccc2)[C@H]2C(=O)N(c3ccccc3)C(=O)[C@H]2C1 | -4%
Cc1cccc(C)c1NC(=O)c1csc([C@H]2C[C@H](O)[C@@H](CO)O2)n1 | 5%
CCCCCCCCCCCCCC(=O)NO | -30%
CC(=O)Oc1ccc(-c2csc(Nc3ccccn3)n2)cc1 | u
CN(C)CCC(C(=O)c1ccccc1)c1ccncc1 (stereo unspecified) | 3%
CC[C@H](C)[C@H]1CNC(=S)N1CC1CCN(CC)CC1 | 21%

Brought forward from above: 2 compounds, then new ones.
SMILES | BRCA1 expr act
CN(C)CCC(C(=O)c1ccccc1)c1ccncc1 (stereo unspecified) | 3%
CC[C@H](C)[C@H]1CNC(=S)N1CC1CCN(CC)CC1 | 21%
Cc1ccccc1Cn1c(C)c(C(=O)NCCC#N)sc1=O | 6%
COc1cccc(CNC(=O)[C@@H]2CCCN2C(=O)[C@@H]2CCCN2)c1 | 7%
Cc1cccc(CNC(=O)Nc2nnc([C@@H]3C[C@H](O)[C@@H](CO)O3)s2)c1 | 19%
COc1ccc2c(c1)O/C(=C\c1ccccc1O)C2=O | 13µM*
O=C(OCc1ccccc1F)c1cc(S(=O)(=O)N2CCCCC2)ccc1N1CCOCC1 | -35%
CN1CCN(C(=O)c2cc3c(c(-c4cccc(Br)c4)n2)[C@@H](CCO)N(S(=O)C(C)(C)C)C3)CC1 (stereo partly specified) | 2%
O=C(Nc1cc(S(=O)(=O)N2CCOCC2)ccc1N1CCCC1)c1ccccc1C(F)(F)F | -22%
O=C(Nc1oc2ccccc2c(=O)c1-c1ccc2c(c1)OCO2)c1ccco1 | 18%
Cc1ccc(C(O)c2ncc(-c3ccccc3C)[nH]2)cc1F (stereo unspecified) | 10%
Cc1onc(-c2ccccc2)c1C(=O)OCC(=O)c1ccc(F)cc1 | -6%
O=C(Nc1cccc(OC(F)(F)F)c1)C1Cc2c(-c3ccc4c(c3)OCO4)ccnc2O1 (stereo unspecified) | 0%
COc1cccc(C(=Cc2ccc([N+](=O)[O-])cc2)C(=O)O)c1 | 7%
CC(C)C[C@@H](COCc1ccc(C(F)(F)F)cc1)N1CCN(C(=O)c2ccc(C(F)(F)F)cc2)CCC1=O | -38%
COC(=O)C1=C(C)N(CC2CC2)C(=O)N[C@H]1c1ccccc1 | -11%
CCCOc1ccccc1NC(=O)/C=C/c1ccc(OC)c(S(=O)(=O)N2CCOCC2)c1 | -24%
CCCCCNc1ncnc2c(C)[nH]nc12 | 5%
CCOC(=O)C(c1nc2ccccc2[nH]1)n1c(-c2ccccn2)nc2ccccc21 (stereo unspecified) | u
O=C(NCc1cccc(F)c1)Nc1nnc([C@@H]2C[C@H](O)[C@@H](CO)O2)s1 | 39%
Cc1ccc(S(=O)(=O)N2CCN(C(=O)COC(=O)CCOc3cc(C)ccc3C)CC2)c(C)c1 | -13%
COc1ccccc1Cc1c(C(C)(C)C)nc2ccc(C)cn12 | -30%
CCOC(=O)[C@]12CCC=C1N(Cc1cccc3ccccc13)C(=O)[C@H](CC(=O)N1CCN(C(=O)C3CC3)CC1)C2 | -12%
N#Cc1sc2nccc(Nc3ccccc3)c2c1N | 0%
N#CCCn1nc(Cc2cccc3ccccc23)c(C#N)c1N | -6%
C[C@H](NC(=O)C1CCN(S(=O)(=O)c2ccccc2)CC1)C(=O)NCc1ccncc1 | -7%
O=C(Sc1ccc(Cl)cc1)c1ccccn1 | 26%
SMILES | BRCA1 expr act
O=C(NNC(=O)c1ccc(Cl)c(Cl)c1)c1ccncc1 | -6%
O=C1c2cccc3cc([N+](=O)[O-])cc(c23)C(=O)N1c1nncs1 | 13%
C[C@H](CO)N1C[C@H](C)[C@@H](CN(C)S(=O)(=O)c2ccc(F)cc2)Oc2c(NC(=O)c3ccncc3)cccc2C1=O | 3%
O=S1(=O)CC(N2CCN(CCO)CC2)CN1Cc1cn(Cc2ccc(Cl)cc2)nn1 (stereo unspecified) | 1%
Nc1ccn([C@@H]2O[C@H](C(=O)N[C@H]3c4ccccc4C[C@H]3O)[C@@H](O)[C@H]2O)c(=O)n1 | 9%
CCCCCCn1c(SCC#N)nc2ccccc2c1=O | 7%
CN1CCN(c2cc(CNC[C@H]3O[C@@H](n4cnc5c(=O)[nH]c(N)nc54)[C@H](O)[C@@H]3O)ccc2F)CC1 | 15%
COc1cc(-c2coc3c(C(=O)Nc4ccc(C(C)C)cc4)cccc23)ccc1O | -47%
CC(=O)NC1=C(C#N)CCC1 | -10%
Cc1ccc(C(=O)N2CCC(N3CCC(C(=O)N4CCOCC4)CC3)CC2)cc1 | 20%
COC(=O)[C@]12CCCCC=C1N(Cc1ccccc1)C(=O)[C@H](CC(=O)NCCc1ccccc1OC)C2 | 6%
COc1ncnc2c1ncn2CCCNCCCN1CCCC1=O | 0%
COC(C[C@@H](O)C[C@@H](O)[C@@H](C)OCc1ccccc1)OC | 13%
CCOC(=O)c1ccccc1OCc1cc(C2Nc3ccccc3C(=O)N2c2cccc3ccccc23)ccc1OC (stereo unspecified) | 13%
COc1ccc(S(=O)(=O)N2CCOCC2)cc1NC(=O)C1CCCCN1S(=O)(=O)c1ccccc1 (stereo unspecified) | -31%
C=CCNC(=O)c1c(CSc2ccc(Cl)cc2)noc1C(=O)NCc1ccccc1 | -67%
C[C@H](CO)N1C[C@H](C)[C@H](CN(C)C(=O)CC2CC2)Oc2cc(Br)ccc2S1(=O)=O | 7%
O=C1NC[C@@H](CCCCN2C[C@H](Cc3ccccc3)N(CCC3CCCCC3)C(=O)C2=O)N(CC2CCCCC2)C1=O | 20%
COc1cc(N(C)C)ccc1C=c1c2ccccc2n2c1cc(-c1ccccc1)[n+]2C | -85%
NC(=O)c1cccc(-c2coc3c(C(=O)NCc4ccccc4)cccc23)c1 | 8%
CSc1ncnc2c1ncn2CCCNCCCc1ccccc1 | 10%
CCCNC(=O)C1(C)CCCN(Cc2ccccc2-c2ccccc2)C1 (stereo unspecified) | 16%
CCCN(C)C1CN(Cc2cn(Cc3ccc(F)cc3)nn2)S(=O)(=O)C1 (stereo unspecified) | 17%
CCCCCCCCN1C(=O)[C@H](CC(=O)NCCCN2CCCC2=O)C[C@@]2(C(=O)OC)CCCCC=C12 | 13%
CCOc1cccc(-c2cnc3cccnn23)c1 | 8.9µM*
SMILES | BRCA1 expr act
CCCCN1C=C(C(=O)c2ccccc2)C(=O)CC1 | 6%
CC(C)C[C@H]1CNC(=S)N1C[C@H]1CCCN1C[C@H](Cc1ccc(O)cc1)N1C[C@H](Cc2ccccc2)N(CC2CCCCCC2)C1=S | -22%
CNc1nc(NCc2ccc(N(C)C)cc2)c2sccc2n1 | 0%
Cc1ccc(-c2nc3ccc(C)cn3c2Cc2ccccn2)cc1 | 66%
O=Cc1cccnc1SCc1ccccc1 | 22%
Cc1onc(-c2c(Cl)cccc2Cl)c1C(=O)N1C(C)CCCC1C (stereo unspecified) | -3%
CCN(CC)C(=O)C1CCCN(C(=O)c2ccc3nc(-c4cccc(OC)c4)oc3c2)C1 (stereo unspecified) | 41%
O=C(NC1CC1)c1cccc(NC(=O)C2CCCCC2)c1 | 13%
CCCNC(=O)C1(C)CCCN(C(=O)c2cc(F)cc(F)c2)C1 (stereo unspecified) | 2%
O=C1NC[C@H](CC2CCCCC2)N(CCC23CC4CC(CC(C4)C2)C3)C1=O | 23%
CCOC(=O)[C@]12CCC=C1N(Cc1cccc3ccccc13)C(=O)[C@H](CC(=O)NCc1ccccc1)C2 | -17%
O=C(Cc1ccccc1)N/N=C/c1ccccn1 | -2%
COCCNC(=O)C1(C)CCCN(C(=O)c2cccc(C(F)(F)F)c2)C1 (stereo unspecified) | -5%
COc1ccc(-c2[nH][nH]c(=O)c2NC(=O)c2ccccc2Br)cc1 | 20%
CCCS(=O)(=O)NC(=O)C1(C)CCN1C(=O)Cc1ccc(Cl)cc1Cl (stereo unspecified) | 10%
O=C(COc1ccc(Cl)cc1Cl)NCCN1CCCCC1 | 2%
CCC(c1nnnn1-c1ccc2c(c1)OCCO2)N1CCN(c2ccc(F)cc2)CC1 (stereo unspecified) | -24%
O=C(OCc1cn([C@@H]2C[C@H](c3ccccc3)N(Cc3cccs3)C[C@H]2O)nn1)c1ccccc1 | 6%
c1ccc(Cn2nnnc2C(c2ccccc2)N2CCN(Cc3ccncc3)CC2)cc1 (stereo unspecified) | -3%
C[C@H]1CN([C@@H](C)CO)S(=O)(=O)c2ccc(Br)cc2O[C@H]1CN(C)S(=O)(=O)c1ccccc1F | 0%
COc1ccccc1NS(=O)(=O)c1cccc(C(=O)NCC2(N3CCCCC3)CCCCC2)c1 | -27%
Cc1nn(-c2ccccn2)c2c1C(=O)CC(C)(C)C2N=[N+]=[N-] (stereo unspecified) | 17%
CC(=O)Oc1ccc(CN2C(=O)C(CCc3ccccc3)ON=C2c2cnccn2)cc1 (stereo unspecified) | 28%
O=S(=O)(CCN1CCOCC1)c1ccc(Cl)cc1 | -8%
CC(=O)C(=Cc1ccccc1)c1ccccc1 | 3%

Reprinted from the part before: 6 entries; new compounds follow.
SMILES | BRCA1 expr act
C[C@H]1CN([C@@H](C)CO)S(=O)(=O)c2ccc(Br)cc2O[C@H]1CN(C)S(=O)(=O)c1ccccc1F | 0%
COc1ccccc1NS(=O)(=O)c1cccc(C(=O)NCC2(N3CCCCC3)CCCCC2)c1 | -27%
Cc1nn(-c2ccccn2)c2c1C(=O)CC(C)(C)C2N=[N+]=[N-] (stereo unspecified) | 17%
CC(=O)Oc1ccc(CN2C(=O)C(CCc3ccccc3)ON=C2c2cnccn2)cc1 (stereo unspecified) | 28%
O=S(=O)(CCN1CCOCC1)c1ccc(Cl)cc1 | -8%
CC(=O)C(=Cc1ccccc1)c1ccccc1 | 3%
CCc1ccc(NC(=O)C(=O)NCCN2CCN(C(=O)c3ccc(OC)cc3)CC2)cc1 | -4%
O=C(NCc1ccccn1)c1[nH]c(C(F)(F)F)nc1-c1ccccc1 | 6%
Cc1ccc(C(=O)N/N=C/c2cccnc2)cc1Cl | 0%
COC(=O)[C@]12CCCCC=C1N(Cc1ccccc1)C(=O)[C@H](CC(=O)NCC13CC4CC(CC(C4)C1)C3)C2 | 0%
CCc1nc2ccc(C(=O)N3CCN(c4ccccc4)CC3)cn2c1N(C)CCC(C)C | -4%
CCCCOc1ccc(C(=O)NCCN2CCC(n3c(=O)[nH]c4ccccc43)CC2)cc1 | -17%
NC(=S)NN=C1CCC(C2CCCCC2)CC1 (stereo unspecified) | -45%
Cc1ccc(S(=O)(=O)N2CCN(C(=O)COC(=O)COc3ccc(Cl)cc3C)CC2)c(C)c1 | -15%
CC(C)c1ccc(NC(=O)C2(C)Cc3c(-c4ccccc4)ccnc3O2)cc1 (stereo unspecified) | 1%
CC(C)c1ccc(NC(=O)Nc2nc(C(N)C(C)C)cs2)cc1 (stereo unspecified) | -58%
NCCCCC(C(=O)O)N(C(=O)OCc1ccccc1)C(=O)OCc1ccccc1 (stereo unspecified) | 3%
CCNc1nc(NC(C)C)nc(-c2ccncc2)n1 | 21%
C[C@@H]1CN([C@H](C)CO)C(=O)CCCn2cc(nn2)CO[C@H]1CN(C)S(=O)(=O)c1ccc(C#N)cc1 | 22%
CN(Cc1ccccc1)C(=O)c1csc([C@H]2C[C@H](O)[C@@H](CO)O2)n1 | 19%
N#Cc1ccc(OCC(=O)Nc2nc(-c3ccccn3)cs2)cc1 | -74%

Structures shown so far with two or more sulfur atoms:
SMILES | BRCA1 expr act
CCN(CC)c1ccc(C(=C2C=CC(=[N+](CC)CC)C=C2)c2ccc(S(=O)(=O)O)cc2S(=O)(=O)[O-])cc1 | -55%
COc1ccc(S(=O)(=O)N2CCOCC2)cc1NC(=O)C1CCCCN1S(=O)(=O)c1ccccc1 (stereo unspecified) | -31%
CC(C)C[C@H]1CNC(=S)N1C[C@H]1CCCN1C[C@H](Cc1ccc(O)cc1)N1C[C@H](Cc2ccccc2)N(CC2CCCCCC2)C1=S | -22%
C[C@H]1CN([C@@H](C)CO)S(=O)(=O)c2ccc(Br)cc2O[C@H]1CN(C)S(=O)(=O)c1ccccc1F | 0%
